Screening data: PubChem, The Scripps Research Institute Molecular Screening Center
ASAP1 GAP inh – ASAP1 ArfGAP inhibition | Q9ULH1 | ASAP1-stimulated ARF1 GTP hydrolysis, GDP FP detection | inhibition, % at 16.5 µM | 360,000 compounds, 0.19% hits | AID 624377; in the data active means inhibition above about 25%;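 further: 0% = vehicle with enzyme and substrate and 100% = no enzyme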
Target sequence (Q9ULH1 325-724 limits assumed): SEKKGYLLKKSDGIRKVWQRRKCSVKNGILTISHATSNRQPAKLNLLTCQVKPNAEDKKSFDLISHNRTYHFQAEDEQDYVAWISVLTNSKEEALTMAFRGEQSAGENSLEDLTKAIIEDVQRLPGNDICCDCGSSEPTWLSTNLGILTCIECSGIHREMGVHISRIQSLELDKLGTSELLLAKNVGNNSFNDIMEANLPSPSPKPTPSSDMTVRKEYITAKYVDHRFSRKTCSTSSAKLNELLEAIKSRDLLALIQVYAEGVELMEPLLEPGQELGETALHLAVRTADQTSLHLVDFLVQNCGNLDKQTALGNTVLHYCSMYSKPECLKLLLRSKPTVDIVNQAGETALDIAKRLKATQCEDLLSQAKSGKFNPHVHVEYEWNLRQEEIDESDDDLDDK
UHRF1 MBD2 ctr – blocks human UHRF1 binding to methylated DNA | Q96T88 | UHRF1 binding to methylated oligo, TR-FRET | inhibition, % at 4.4 µM | 370,000 compounds, 0.75% hits | AID 687016; in the data active means inhibition above about 21%;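 further: UHRF1 SRA domain binding a hemimethylated CpG hairpin DNA probe; 0% = median of test compound wells and 100% = reference inhibitor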
ADAM17 inh – inhibits human ADAM17; P78536; recombinant ADAM17, EDANS/DABCYL FRET peptide cleavage; inhibition, % at 6.95 µM; 370,000 compounds, 0.83% hits; AID 720648;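 active means inhibition above the mean of compounds lying between control limits plus 3 SD, set per campaign, cut at about 8.5% in these data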;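 further: 0% = DMSO-only wells as the low control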
ARFGAP1 inhibitor – rat ARFGAP1 inhibition. Arfgap1-stimulated ARF1 GTP hydrolysis, GDP FP detection. inhibition, % at 16.5 µM. 360,000 compounds, 0.26% hits. AID 651572;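 active means inhibition above a per-plate limit, mean inhibition of low control wells plus 3 SD, cut at about 25% in these data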;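 further: 0% = DMSO wells with enzyme and 100% = wells lacking Arfgap1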
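System: truncated rat Arfgap1 GAP domain / Benchmarks: high control wells lacking Arfgap1, low control full reaction with DMSO / Times: compound-enzyme preincubation 20 min, reaction 120 min, detection 60 min, 25 °C / Repeats: one replicate per compound / Also added: human ARF1(Δ1-17)-GTP substrate / Measured by: Tracer-displacement fluorescence polarization with EDTA stop, 620/688 nm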
Tn6 DDE FP – disrupts Tn6 cyclic peptide binding to fibrin D-Dimer-E complex; P02675; Fibrin DD(E) TRITC-Tn6 fluorescence polarization displacement; inhibition, % at 8.3 µM; 370,000 compounds, 0.21% hits; AID 720509;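 active means inhibition above a per-campaign cutoff: mean of compounds within control limits plus 3 SD, cut at about 15% in these data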;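 further: 0% = median of all compound wells on the plate and 100% = blocking peptide control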
KLK7 zymogen act – proKLK7 (human) activation, primary screen; 370,000 compounds, 0.9% hits; AID 652039; P49862; purified proKLK7, EDANS-DABCYL substrate fluorescence; 100% is mature enzyme control, 0% vehicle; activation, % at 7 µM;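 active means activation above the mean of all tested compounds plus 3 SD, computed per campaign excluding outliers beyond control limits, cut at about 13% in these data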
Target sequence (P49862 whole entry, looked up): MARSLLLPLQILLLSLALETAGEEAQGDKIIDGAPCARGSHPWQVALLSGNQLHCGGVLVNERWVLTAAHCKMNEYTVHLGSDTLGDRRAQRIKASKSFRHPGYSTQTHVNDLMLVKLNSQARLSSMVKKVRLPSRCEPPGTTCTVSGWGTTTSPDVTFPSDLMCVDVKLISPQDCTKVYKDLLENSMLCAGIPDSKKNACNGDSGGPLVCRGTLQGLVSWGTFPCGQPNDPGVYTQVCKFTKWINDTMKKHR
MBD2 inh – blocks human MBD2 binding to methylated DNA. 370,000 compounds, 0.31% hits. TR-FRET, MBD2 binding to methylated oligonucleotide. Q9UBB5. inhibition, % at 4.4 µM; in the data active means inhibition above about 13%
Target sequence (Q9UBB5 whole entry, looked up): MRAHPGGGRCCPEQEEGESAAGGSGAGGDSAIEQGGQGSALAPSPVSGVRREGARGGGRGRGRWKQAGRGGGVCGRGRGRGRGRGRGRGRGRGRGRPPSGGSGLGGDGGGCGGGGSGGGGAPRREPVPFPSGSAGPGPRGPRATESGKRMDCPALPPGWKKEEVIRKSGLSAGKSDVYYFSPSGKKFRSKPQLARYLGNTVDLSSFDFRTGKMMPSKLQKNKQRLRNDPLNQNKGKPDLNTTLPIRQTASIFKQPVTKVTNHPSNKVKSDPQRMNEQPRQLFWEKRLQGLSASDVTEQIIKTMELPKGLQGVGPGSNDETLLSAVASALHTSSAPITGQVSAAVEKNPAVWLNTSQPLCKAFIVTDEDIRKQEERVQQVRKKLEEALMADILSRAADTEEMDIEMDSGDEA
PLC-beta3 inh – blocks human PLC-beta3 enzyme activity; inhibition, % at 12.2 µM; Purified PLC-beta3, fluorogenic substrate, fluorescence; Q01970; 370,000 compounds, 0.18% hits; in the data active means inhibition above about 11%;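 further: 0% = median of compound wells on plate and 100% = full blocker control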
DDE Tn7 FP inh – disrupts Tn7 cyclic peptide binding to fibrin D-Dimer-E complex; FP displacement of FITC-Tn7 peptide from fibrin DD(E); 0% = median of compound wells per plate; 370,000 compounds, 0.13% hits; P02675; AID 720508; inhibition, % at 8.3 µM;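 active means inhibition above the mean of compounds falling within the control limits plus 3 SD of them, cut at about 14% in these data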;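 further: 0% = plate median of compound wells and 100% = 10 µM Aha-Tn7 peptide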
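system = human fibrin DD(E) protein | quantity = DD(E) 2 µM final | medium = Tris/NaCl/CaCl2 buffer, pH 7.8 | also added = labelled Tn7 tracer, 0.1 µM | compound dosing = single point at 8.3 µM | timing = compound with protein 10 min, then 3 h after probe, room temperature | signal = FP measurement | benchmarks = Aha-Tn7 high control | repeats = one replicate per compound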
PLC-gamma1 inh – inhibitors of human phospholipase C gamma1; P19174; purified PLC-gamma1, fluorogenic substrate, fluorescence; inhibition, % at 12.2 µM; 370,000 compounds, 0.84% hits; in the data active means inhibition above about 9.5%
Numbers without * were called inactive; i = inactive; nt = no result given.

SMILES | ASAP1 GAP inh | UHRF1 MBD2 ctr | ADAM17 inh | ARFGAP1 inhibitor | Tn6 DDE FP | KLK7 zymogen act | MBD2 inh | PLC-beta3 inh | DDE Tn7 FP inh | PLC-gamma1 inh
COCCN(Cc1cc2cc(C)ccc2n2nnnc12)C(=S)Nc1cccc(C)c1 | -15 | 2 | -2 | 9 | 2 | 0.5 | 1 | -1 | -1 | -1
Cc1ccc(N=C2NC(=O)/C(=C/c3cccnc3)S2)c(C)c1 | -1 | 0 | 2 | -5 | -3 | 0.1 | -4 | -2 | -2 | 3
N#C/C=C(/N)c1ccc(Br)cc1 | -1 | -2 | 2 | -10 | 0 | -0.2 | -8 | -15 | 2 | -10
COc1ccc(C2C/C(=N\O)C(C)(C)O2)cc1 (stereo unspecified) | -5 | 2 | 1 | 9 | 4 | 0.1 | -5 | -1 | 0 | 1
CC(=O)Oc1ccc2ccccc2c1C(NC(=O)Cc1ccccc1)c1ccc(Cl)cc1 (stereo unspecified) | 140* | 2 | 9 | 2 | -8 | -0.1 | 5 | 3 | 3 | -3
CCOc1ccc(S(=O)(=O)N2CCCCC2)cc1NC(=O)CCNC(=O)c1ccco1 | 1 | -3 | -6 | 0 | 5 | -0.4 | 3 | -5 | 3 | 5
COC(=O)C(C#N)c1nc2ccccc2nc1N1CCCC1 (stereo unspecified) | 4 | -10 | -33 | 15 | -6 | 1.1 | -8 | -57 | -1 | -50
O=C(COc1cccnc1[N+](=O)[O-])N1CCc2ccccc21 | -8 | 0 | -4 | -16 | 6 | -0.4 | -2 | -3 | -1 | 0
CCN(CC)CCCNC(=O)C1CCC(=O)N(c2ccc(OC)cc2)C1c1ccc(F)cc1 (stereo unspecified) | -1 | 7 | -6 | 7 | 5 | -0.3 | 8 | 0 | -3 | 12*
Cc1[nH]c2ccccc2c1C(=O)CN1C(=O)NC2(CC(C)CC(C)(C)C2)C1=O (stereo unspecified) | 5 | -2 | 4 | 3 | -10 | 0.1 | -3 | 3 | -2 | 3
O=C(CCCc1ccccc1)NCCCc1ccccc1 | -3 | 1 | 1 | -6 | -5 | 0.1 | -3 | -4 | -6 | 0
Cc1cccc(NC(=O)C(C)Sc2ncnc3sccc23)c1 (stereo unspecified) | 2 | -3 | 3 | -2 | 7 | 0.7 | 2 | 1 | 9 | 2
CCN(CC(=O)Nc1ccccc1OC)C(=O)c1ccc(NC(=O)c2cccs2)cc1 | -10 | 1 | 2 | -5 | 1 | 1.1 | 0 | -6 | 0 | 0
CCOC(=O)[C@]12CCCC=C1N(Cc1ccc3c(c1)OCO3)C(=O)[C@H](CC(=O)NCc1cccc3ccccc13)C2 | 7 | 1 | 6 | -9 | 0 | 1.2 | 1 | 4 | 0 | 2
COc1ccc(N(CC(=O)Nc2cccc(C)c2C)S(=O)(=O)c2c(C)[nH]c(=O)[nH]c2=O)cc1 | -8 | -1 | -2 | -5 | 5 | 0.1 | 3 | -2 | 4 | 0
O=C(Nc1cc(S(=O)(=O)N2CCOCC2)ccc1Cl)c1cc(=O)c2ccccc2o1 | 8 | 1 | -5 | 0 | -10 | -0.5 | 3 | -2 | 1 | 2
COc1ccc(-n2nc3c(c2NC(=O)C(C)Cl)CSC3)cc1 (stereo unspecified) | -10 | -1 | -1 | -4 | 1 | -0.3 | -1 | -8 | 2 | 0
COC(=O)Cn1cnc2sc3c(c2c1=O)CCCC3 | -8 | 2 | -2 | 4 | -1 | 0.4 | -5 | -1 | -2 | -8
Cc1cc[n+](-c2[nH]c(=O)sc2/C=N/NC([S-])=Nc2ccccc2)cc1C | 4 | -17 | -2 | -1 | 0 | 0.0 | -5 | 0 | 13 | -1
Cc1ccc(NC(=O)CCC(=O)NNC(=O)c2ccccc2)c(C)c1 | 8 | 1 | -3 | 8 | -2 | -0.1 | 2 | 0 | 1 | 1

9 of these compounds, reformatted.
Sequence of screens: ASAP1 GAP inh, UHRF1 MBD2 ctr, ADAM17 inh, ARFGAP1 inhibitor, Tn6 DDE FP, KLK7 zymogen act, MBD2 inh, PLC-beta3 inh, DDE Tn7 FP inh, PLC-gamma1 inh
> COCCN(Cc1cc2cc(C)ccc2n2nnnc12)C(=S)Nc1cccc(C)c1
 : -15, 2, -2, 9, 2, 0.5, 1, -1, -1, -1
> Cc1ccc(N=C2NC(=O)/C(=C/c3cccnc3)S2)c(C)c1
 : -1, 0, 2, -5, -3, 0.1, -4, -2, -2, 3
> N#C/C=C(/N)c1ccc(Br)cc1
 : -1, -2, 2, -10, 0, -0.2, -8, -15, 2, -10
> COc1ccc(C2C/C(=N\O)C(C)(C)O2)cc1 (stereo unspecified)
 : -5, 2, 1, 9, 4, 0.1, -5, -1, 0, 1
> CC(=O)Oc1ccc2ccccc2c1C(NC(=O)Cc1ccccc1)c1ccc(Cl)cc1 (stereo unspecified)
 : 140*, 2, 9, 2, -8, -0.1, 5, 3, 3, -3
> CCOc1ccc(S(=O)(=O)N2CCCCC2)cc1NC(=O)CCNC(=O)c1ccco1
 : 1, -3, -6, 0, 5, -0.4, 3, -5, 3, 5
> COC(=O)C(C#N)c1nc2ccccc2nc1N1CCCC1 (stereo unspecified)
 : 4, -10, -33, 15, -6, 1.1, -8, -57, -1, -50
> O=C(COc1cccnc1[N+](=O)[O-])N1CCc2ccccc21
 : -8, 0, -4, -16, 6, -0.4, -2, -3, -1, 0
> CCN(CC)CCCNC(=O)C1CCC(=O)N(c2ccc(OC)cc2)C1c1ccc(F)cc1 (stereo unspecified)
 : -1, 7, -6, 7, 5, -0.3, 8, 0, -3, 12*

Further results.
SMILES | ASAP1 GAP inh | UHRF1 MBD2 ctr | ADAM17 inh | ARFGAP1 inhibitor | Tn6 DDE FP | KLK7 zymogen act | MBD2 inh | PLC-beta3 inh | DDE Tn7 FP inh | PLC-gamma1 inh
CCCC(C)NC(=O)COC(=O)c1ccc2c(c1)C(=O)N(Cc1ccco1)C2=O (stereo unspecified) | -8 | -3 | -1 | 3 | 0 | -0.2 | 2 | -5 | 7 | -1
Cc1ccc(OCC(O)CN2CCOCC2)cc1 (stereo unspecified) | 3 | -3 | -4 | 11 | 1 | 0.9 | 3 | -6 | 0 | 0
Nc1nc(-c2ccc(Cl)cc2)cc(C(F)(F)F)n1 | -1 | 0 | -9 | -1 | -4 | -0.7 | 3 | -1 | 9 | -3
Cc1ccc(Cn2c(C3CCCN3c3nc(-c4ccc(F)cc4)cs3)nc3cc(C(F)(F)F)ccc32)cc1 (stereo unspecified) | 5 | 2 | -1 | 7 | -6 | 0.3 | 0 | -23 | 1 | -12
CCOC(=O)c1ccc(S(=O)(=O)NNC(=O)c2ccc3c(c2)nc(C)n3CC)cc1 | 6 | 2 | 4 | -7 | 10 | -0.5 | -5 | 1 | -6 | 6
CCOC(=O)CSc1nnc2n(Cc3ccccc3)c(=O)c3c4c(sc3n12)CCC4 | 0 | 1 | -4 | -2 | 1 | -0.5 | 9 | 0 | 2 | 2
CN(C)S(=O)(=O)c1cccc(NC(=O)Cn2cnc3ccccc3c2=O)c1 | 1 | -1 | -1 | 6 | 4 | -0.4 | 2 | -2 | 2 | 0
Oc1ccccc1O | -2 | 6 | -7 | -2 | 8 | 0.4 | 1 | 1 | 2 | -2
CCCCCCCCN1C(=O)[C@@H](CC(=O)NCCCOCCCC)C[C@@]2(C(=O)OC)C1=C[C@H](C(C)C)O[C@@H]2C1CC1 | nt | -2 | 0 | nt | -1 | 0.5 | 1 | 3 | 3 | -1
Nc1nc(N)c(N=Nc2ccc(S(N)(=O)=O)cc2)c(=O)[nH]1 | -3 | 4 | -1 | 0 | -5 | 0.1 | -3 | 4 | 0 | 5
CCOC(=O)C1CCCCN1Cc1cccc(F)c1 (stereo unspecified) | 0 | 0 | -1 | 11 | -6 | -1.1 | -3 | 0 | -1 | 3
COc1cccc(C(=O)OCC(=O)NCc2ccc3c(c2)OCO3)c1OC | -2 | -3 | 5 | -3 | 1 | -0.4 | -3 | 3 | -1 | -1
Brc1ccc(-c2csc3ncnc(-n4nnc5ccccc54)c23)cc1 | -10 | 5 | -3 | -8 | 1 | -0.9 | 0 | -8 | 4 | -11
O=C(c1ccco1)N1CC2(CC(c3ccc(Cl)cc3)=NO2)CN1Cc1ccc(Br)cc1 (stereo unspecified) | 0 | -1 | -3 | 5 | -8 | 0.0 | 2 | -2 | -4 | -3
CCN1CCN(c2ncc3c(n2)CC(c2ccc(OC)c(OC)c2)CC3=O)CC1 (stereo unspecified) | -10 | -5 | 4 | -2 | 7 | 0.3 | -9 | 1 | 3 | 3
O=C(c1cc(-c2cccnc2)nc2ccccc12)N1CCN(S(=O)(=O)c2ccc(Cl)s2)CC1 | -8 | 2 | 2 | 13 | 2 | 0.4 | -1 | 3 | -3 | 1
Nc1c(-c2ccc3c(c2)OCCO3)oc2ccccc2c1=O | 2 | 8 | -14 | 6 | -14 | 1.9 | 6 | i | 6 | -450
Cc1ccccc1N=Nc1c(C)[nH]n(C(N)=S)c1=O | -3 | -34 | 5 | -4 | 9 | 0.7 | -14 | 7 | -2 | 6
COc1ccc(C(O)Cc2nc3ccccc3n2C)cc1OC (stereo unspecified) | 1 | -2 | -4 | 4 | 4 | -0.6 | -2 | 0 | 3 | 3
O=c1oc2ccccc2c(NCCO)c1[N+](=O)[O-] | 6 | 41* | 2 | 0 | 3 | 0.0 | 1 | 4 | -3 | 3
Cc1nn(CC(=O)NC2CCC(C)CC2)c(C)c1[N+](=O)[O-] (stereo unspecified) | 0 | 2 | -4 | -3 | -1 | 0.7 | 1 | -4 | 6 | -2
Cc1c(CN2CCCC(C(=O)c3cccc(Cl)c3)C2)c(=O)n(-c2ccccc2)n1C (stereo unspecified) | -1 | 1 | 2 | 8 | 0 | -0.4 | 0 | 1 | -6 | 6
COc1cccc(C(O)c2nc(-c3ccc(F)cc3OC)cs2)c1 (stereo unspecified) | -2 | -2 | 11* | 9 | 4 | -0.5 | -11 | 3 | 5 | 5
COc1cc(C2NCC(c3ccc(Cl)cc3Cl)c3c2[nH]c2ccccc32)cc(OC)c1OC (stereo unspecified) | 3 | -1 | 22* | 12 | 2 | 0.8 | -3 | -2 | 1 | 3
CC(=O)Nc1nc(C=C(Cl)Cl)cs1 | 2 | 1 | -6 | 14 | -1 | 0.0 | 4 | -4 | 2 | -2
N/C(=N\NS(=O)(=O)c1ccc(Cl)cc1)c1ccccn1 | -3 | 1 | 4 | -7 | 5 | -0.1 | -1 | 3 | -12 | 10*
Cc1cccc(CCNC(=O)C2CC(O)CN2C(=O)Nc2ccccc2)c1 (stereo unspecified) | 11 | -1 | -3 | 10 | 2 | -0.5 | -4 | -11 | -2 | -5
